S100A4 MyoIIA: S100A4-myosin IIA interaction inhibition; P26447; inhibition, % at 10.7 µM; S100A4/TAMRA-MyoIIA peptide fluorescence polarization; hit rate 0.14% among 360,000;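 active = mean inhibition of at least 70% across replicates, with every replicate also reaching that level; inconclusive = mean inhibition reaches 70% but some replicates fall short; inactive = mean inhibition below 70%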
Target sequence (P26447 whole entry, looked up): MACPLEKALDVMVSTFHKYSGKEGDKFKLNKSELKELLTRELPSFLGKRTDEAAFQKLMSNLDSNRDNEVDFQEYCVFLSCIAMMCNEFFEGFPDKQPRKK
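Material: human S100A4 monomer with TAMRA-labelled myosin IIA peptide; buffer or medium: HEPES pH 7.2 with CaCl2, KCl, NaCl, DTT, Triton; compound dosing: one concentration per compound; schedule: 5 min incubation before reading; benchmarks: neutral control DMSO, positive control TFP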
ERp5 block: blocks human ERp5 reductase activity on insulin | inhibition, % at 9.99 µM | ERp5 insulin aggregation, absorbance 650 nm, 90 min | Q15084 | AID 651711 | hit rate 0.05% among 350,000;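 active = mean replicate inhibition above about 25%, with every replicate also reaching it, limit read from the data, passing the limit was not always enough; inconclusive = only one of those two criteria met; inactive = neither criterion met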
PglD DTNB: blocks C. jejuni PglD acetyltransferase activity | inhibition, % at 12.5 µM | AID 602405 | hit rate 0.098% among 360,000 | purified PglD enzyme, DTNB colorimetric CoA detection; in the data active = inhibition above about 16%, passing the limit was not always enough; inconclusive = no clear call, values can overlap the other calls; note: strong numbers were not always called active
C2C12 statin: protects C2C12 myotubes from simvastatin toxicity. ATP luminescence, 48 h; scaled: DMSO 0, geranylgeraniol control 100. hit rate 0.78% among 330,000. rescue of ATP level, % at 7.49 µM;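 active = mean ATP rescue above about 67%, or every replicate alone reaching that limit, limit read from the data, passing the limit was not always enough; inconclusive = no clear call, values can overlap the other calls; inactive = mean under the limit and some replicate under it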;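 note: myotubes were challenged with 10 µM simvastatin during compound exposure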
E-sel inducer: E-selectin induction on HUVECs | HUVEC E-selectin immunofluorescence imaging; normalized: neutral wells 0, TNF-alpha wells 100 | activation, % at 7.58 µM | hit rate 0.37% among 260,000 | AID 686992;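 active = mean E-selectin-positive cell signal at least 10% of the positive control, reached in at least 60% of replicates, without over 20% cell loss; inconclusive = no rule given, readout overlaps actives, possibly toxicity-flagged; inactive = the rest, including those meeting only one limit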;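 note: in these data hits start at about 27%; measured in HUVEC primary endothelial cells; signal is the percent of cells scored E-selectin positive by PE staining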
Target sequence (P16581 whole entry, looked up): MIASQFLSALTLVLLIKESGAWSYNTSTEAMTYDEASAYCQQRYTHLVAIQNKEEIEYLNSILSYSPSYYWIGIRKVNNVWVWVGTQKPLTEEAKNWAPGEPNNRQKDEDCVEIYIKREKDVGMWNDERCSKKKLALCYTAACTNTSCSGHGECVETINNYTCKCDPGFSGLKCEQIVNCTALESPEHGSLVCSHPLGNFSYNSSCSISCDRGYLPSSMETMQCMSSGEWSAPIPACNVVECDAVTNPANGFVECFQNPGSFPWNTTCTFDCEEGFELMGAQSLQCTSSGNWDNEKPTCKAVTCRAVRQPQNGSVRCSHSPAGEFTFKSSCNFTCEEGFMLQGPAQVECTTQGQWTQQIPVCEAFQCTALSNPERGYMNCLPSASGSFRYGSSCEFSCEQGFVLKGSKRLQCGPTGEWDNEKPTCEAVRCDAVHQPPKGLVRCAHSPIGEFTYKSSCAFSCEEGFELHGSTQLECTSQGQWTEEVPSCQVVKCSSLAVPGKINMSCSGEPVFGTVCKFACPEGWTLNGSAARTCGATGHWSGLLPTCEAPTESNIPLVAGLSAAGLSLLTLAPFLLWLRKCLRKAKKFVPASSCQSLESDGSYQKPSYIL
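Assay system: HUVEC, human umbilical vein endothelial cells / Amount: 3,000 HUVEC/well / Controls: TNF-alpha positive control, DMSO neutral control / Compound dosing: single concentration / Medium: EGM-2 over gelatin coat / Evaluation: percent E-selectin-positive cells / Signal: immunofluorescence imaging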
DENV2 CPE: protects cells from dengue virus 2 cytopathic effect; DENV2-infected cells, cytopathic effect rescue, plate reader; CPE inhibition, % at 9.99 µM; hit rate 1.7% among 350,000; in the data active = CPE inhibition above about 20%, passing the limit was not always enough; inconclusive = no clear call, values can overlap the other calls; tested in BHK-21 cells;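 note: 0% = median of neutral control wells and 100% = median of positive control wells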
SIRT5 inh: inhibitors of human sirtuin-5 desuccinylase. Q9NXA8. Purified SirT5, succinyl-peptide AMC, trypsin-coupled fluorescence. inhibition, % at 15 µM. hit rate 1.1% among 330,000. AID 652115; in the data active = inhibition above about 15%; inconclusive = no clear call, values can overlap the other calls
Target sequence (Q9NXA8 whole entry, looked up): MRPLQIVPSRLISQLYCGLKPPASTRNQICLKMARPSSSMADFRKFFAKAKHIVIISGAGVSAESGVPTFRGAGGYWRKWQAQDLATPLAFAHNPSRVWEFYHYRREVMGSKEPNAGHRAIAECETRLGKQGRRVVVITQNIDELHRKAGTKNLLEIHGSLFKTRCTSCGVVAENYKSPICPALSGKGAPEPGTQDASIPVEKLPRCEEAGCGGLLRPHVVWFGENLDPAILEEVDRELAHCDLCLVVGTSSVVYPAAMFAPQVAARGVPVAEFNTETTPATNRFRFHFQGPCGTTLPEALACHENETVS
* = called active by the depositor; ? = inconclusive; nt = not tested or not shown. Some of the compounds tested, so the mix of outcomes need not match the whole.

smiles,S100A4 MyoIIA,ERp5 block,PglD DTNB,C2C12 statin,E-sel inducer,DENV2 CPE,SIRT5 inh
COc1ccc(S(=O)(=O)N2CCOCC2)cc1NC(=O)c1sccc1C,-3,-2,3,6,1.0,?,-5
Cc1ccc(S(=O)(=O)NC(=O)NCc2ccccn2)cc1,-4,6,nt,nt,nt,-7,6
O=C1C=C(c2cc3ccccc3s2)C[C@@H](c2ccc(Cl)cc2)C1,0,-15,5,-15,0.1,-7,nt
CC(C)CNS(=O)(=O)c1cc2c3c(c1)CCC(=O)N3CCC2,-1,-2,-3,8,8.1,-1,-3
Cc1ccc2c(c1)c1c(n2CC(O)CNC2CCCCC2)CCCC1 (configuration not stated),-2,2,10,17,1.2,-1,nt
CC(=O)COc1c(-c2ccco2)oc2ccccc2c1=O,2,1,-1,17,nt,-4,2
COC(=O)C1=C(C)N(Cc2cccc(C(F)(F)F)c2)C(=NCc2cc(OC)c(OC)c(OC)c2)NC1c1ccc(Cl)cc1 (configuration not stated),-8,-3,nt,nt,-0.2,11,nt
COc1ccccc1CNC(=O)CN1C(=O)NC2(CCCC2)C1=O,-4,-8,nt,3,nt,6,-1
COc1ccc(Cl)cc1NC(=S)NNC(=O)CC(C)C,11,-4,nt,nt,-3.2,-3,1
C[C@H](CO)N1C[C@H](C)[C@@H](CN(C)Cc2ccc(C(F)(F)F)cc2)Oc2c(NC(=O)c3ccc(-c4nccs4)cc3)cccc2C1=O,8,-1,9,-11,-3.7,-4,5
COC(=O)C1=CN(c2ccc(OC)cc2)C(N)=C(C#N)C1c1ccccc1F (configuration not stated),-1,-7,nt,nt,-0.1,13,-2
Cc1c(Br)c([N+](=O)[O-])nn1CCCC(=O)Nc1c(C)n(C)n(-c2ccccc2)c1=O,4,3,nt,5,-0.2,-11,0
CN(Cc1cn(C)nc1-c1ccccc1F)CC1CCCCO1 (configuration not stated),1,1,nt,-4,0.0,0,0
C[C@@H]1CN([C@@H](C)CO)S(=O)(=O)c2ccc(-c3ccc(C#N)cc3)cc2O[C@H]1CN(C)Cc1ccccn1,-10,-2,-2,-3,0.0,0,1
CN(C)CCN(C(=O)c1ccc2c(c1)OCCO2)c1nc2c(Cl)cccc2s1,1,-1,8,-2,nt,1,-3

2 entries drawn at random from the list so far:
smiles,S100A4 MyoIIA,ERp5 block,PglD DTNB,C2C12 statin,E-sel inducer,DENV2 CPE,SIRT5 inh
Cc1ccc(S(=O)(=O)NC(=O)NCc2ccccn2)cc1,-4,6,nt,nt,nt,-7,6
COC(=O)C1=CN(c2ccc(OC)cc2)C(N)=C(C#N)C1c1ccccc1F (configuration not stated),-1,-7,nt,nt,-0.1,13,-2

Additional results
smiles,S100A4 MyoIIA,ERp5 block,PglD DTNB,C2C12 statin,E-sel inducer,DENV2 CPE,SIRT5 inh
COc1ccccc1NS(=O)(=O)c1cccc(C(=O)N/N=C/c2ccc(C)o2)c1,-6,5,2,11,2.1,0,1
CC(C)NC(=O)N(C)C[C@H]1Oc2ccc(N(C)C)cc2CC(=O)N([C@@H](C)CO)C[C@@H]1C,7,-5,7,9,nt,-3,-4
NC(Cc1ccccc1)c1csc(Nc2ccc(C(=O)NCCO)cc2)n1 (configuration not stated),-13,1,-3,-20,0.0,4,3
CCc1nc2c(OCc3ccc(F)cc3)cccn2c1N(C)C(=O)c1ccco1,-5,-2,2,1,-0.2,7,-2
CC(C)NS(=O)(=O)c1ccc(CCC(=O)Nc2ccc3c(c2)OCCO3)cc1,3,6,nt,nt,-0.4,-3,3
C[C@@H]1CN([C@@H](C)CO)C(=O)CCCn2cc(nn2)CO[C@@H]1CN(C)C(=O)Nc1ccc2c(c1)OCO2,-6,4,-1,-3,0.0,0,-5
CCC(C)NC(=O)C1(O)c2ccccc2NC(=O)N1c1ccc(C)c(C)c1 (configuration not stated),-2,0,2,5,nt,14,-1
CCCCCCCSc1ncnc2[nH]ncc12,-1,0,2,-7,0.2,8,nt
CC(C)CNC(=O)C1(C)CCCCCN1C(=O)c1cccnc1 (configuration not stated),-1,-1,10,-6,-0.1,-3,nt
CC(=O)N(C)C[C@H]1Oc2cc(C3=CCCC3)ccc2S(=O)(=O)N([C@H](C)CO)C[C@@H]1C,1,1,4,-3,-0.5,3,-2
CCN(CC)C(=O)c1ncn(C)c1C(=O)N(CC)CC,-5,8,4,-22,nt,4,nt
O=C(CSc1nnc(N2CCCC2)n1-c1ccccc1Cl)N1CCN(c2ccccn2)CC1,-10,-7,-1,-2,nt,?,2
COc1ccc(C)cc1S(=O)(=O)N(C)CC(=O)NC1CCCCCC1,-10,3,nt,nt,nt,0,-1
Cc1ccc(Cl)c(OCC(=O)Nc2cc(S(=O)(=O)N3CCOCC3)ccc2N2CCCC2)c1,-1,11,-4,nt,-4.2,2,-4
COc1ccc(S(=O)(=O)N2CCCCC2)cc1NC(=O)c1cccs1,-2,1,0,-4,0.0,-3,-4

(cont.)
smiles,S100A4 MyoIIA,ERp5 block,PglD DTNB,C2C12 statin,E-sel inducer,DENV2 CPE,SIRT5 inh
CCn1cc(/C=C(\NC(=O)c2ccccc2OC)C(=O)NCCCn2ccnc2)c2ccccc21,1,-5,nt,-12,-0.1,-1,0
Cc1ccc(CCNC(=O)C2CCC(=O)N2C(C)C)cc1 (configuration not stated),-1,-3,-2,23,nt,17,1
COc1ccc([C@H]2CC(=O)C=C(/C=C/c3ccc(C(F)(F)F)cc3)C2)cc1,1,4,3,-2,0.2,8,nt
Cc1ccc(C(=O)Nc2ccc(Nc3ccccc3)cc2)cc1Br,-9,3,-7,nt,nt,-11,0
CC1(C(=O)NCc2ccc(F)c(F)c2)Cc2c(-c3cccc(C(F)(F)F)c3)ccnc2O1 (configuration not stated),-4,5,2,-10,0.5,-8,-3
c1ccc2nc3c(cc2c1)CCCCC3,3,5,5,nt,2.9,0,-1
CCN1CCN(CC(=O)N2CCCC(C(=O)c3ccc(Oc4ccccc4)cc3)C2)CC1 (configuration not stated),5,-3,0,-4,nt,-1,4
Cc1cc(S(=O)(=O)Nc2cccnc2)c(Cl)cc1Cl,-3,1,1,-2,nt,-3,nt
COc1cccc(CC(CC(=O)O)C(=O)Nc2cc(C)ccc2C)c1 (configuration not stated),1,2,-4,23,nt,20,-4
CC1(C(=O)O)CCN1C(=O)/C=C/c1ccccc1 (configuration not stated),-10,-6,5,-17,3.8,?,nt
C[C@H]1CN([C@@H](C)CO)C(=O)Cc2cc(NC(=O)Nc3cccc4ccccc34)ccc2O[C@@H]1CN(C)Cc1ccc(C(F)(F)F)cc1,-16,3,-2,49,nt,6,3
CN1[C@@H]2c3ccc(-c4ccncc4)c(=O)n3C[C@@H]2[C@@H](CO)[C@@H]1C(=O)NCCc1ccccc1,-3,0,1,-3,0.8,20,-4
CC(C)(C)c1ccc(S(=O)(=O)NCC2CCCO2)cc1 (configuration not stated),4,-3,-5,1,nt,-2,-2
CC(C)NC(=O)N(C)C[C@@H]1Oc2c(NC(=O)CCCCCC(=O)Nc3ccccc3N)cccc2C(=O)N([C@H](C)CO)C[C@H]1C,4,-1,nt,nt,-15,9,nt
COc1ccc(Nc2ncnc3c2c(C)c(C)n3CCCN(C)C)cc1,6,1,-2,-5,nt,1,1

The final four records of the section above open the next one.
smiles,S100A4 MyoIIA,ERp5 block,PglD DTNB,C2C12 statin,E-sel inducer,DENV2 CPE,SIRT5 inh
CN1[C@@H]2c3ccc(-c4ccncc4)c(=O)n3C[C@@H]2[C@@H](CO)[C@@H]1C(=O)NCCc1ccccc1,-3,0,1,-3,0.8,20,-4
CC(C)(C)c1ccc(S(=O)(=O)NCC2CCCO2)cc1 (configuration not stated),4,-3,-5,1,nt,-2,-2
CC(C)NC(=O)N(C)C[C@@H]1Oc2c(NC(=O)CCCCCC(=O)Nc3ccccc3N)cccc2C(=O)N([C@H](C)CO)C[C@H]1C,4,-1,nt,nt,-15,9,nt
COc1ccc(Nc2ncnc3c2c(C)c(C)n3CCCN(C)C)cc1,6,1,-2,-5,nt,1,1
CCOc1ccc(-c2noc(CCCC(=O)NCC3CCCO3)n2)cc1OC (configuration not stated),-5,-1,4,10,-0.1,4,-1
O=C(C[C@H]1CC[C@@H]2[C@H](COC[C@H](O)CN2Cc2ccc(F)cc2)O1)N1CCc2ccccc2C1,11,-1,-11,15,0.0,-3,2
O=C(Nc1cccc2c1[nH]c(=O)c1ccccc12)C(F)(F)F,-1,-1,3,-8,-0.3,-6,-5
CCCNC(=O)N(C)C[C@H]1Oc2ncc(C#C[C@@H](C)O)cc2C(=O)N([C@@H](C)CO)C[C@H]1C,5,3,-1,nt,-0.2,-2,3
CNS(=O)(=O)c1cccc(C(=O)OCC(=O)NCCCc2ccccc2)c1,1,0,2,5,-0.1,-4,1
COCCSc1nc(N)c2c3c(sc2n1)CN(C)CC3,-17,4,nt,nt,0.1,-2,-11
CC(=O)Nc1ccc(CN2CCC(CO)(CCOc3ccccc3)CC2)cc1,5,-9,7,1,-0.4,4,3
Cc1ccc(CS(=O)Cc2ccc(C(=O)NCc3ccccc3Cl)o2)cc1 (configuration not stated),8,3,1,13,nt,-5,2
OCCC1CN(Cc2nc3ccc(F)cc3[nH]2)CCN1C1CCCC1 (configuration not stated),-1,0,6,1,0.3,-2,-2
NC(=O)c1ccccc1NC(=O)CSc1nc2ccccc2c(=O)[nH]1,-1,3,-3,nt,0.3,-4,-2
COc1ccc(N2CCN(C(=O)Oc3ccc([N+](=O)[O-])cc3)CC2)cc1,-5,5,nt,nt,-1.0,3,-1
CC(C)(C)c1ccc(-c2nn(CCC#N)cc2/C=N/O)cc1,-3,-1,-5,0,-0.1,-4,-3
CCCC#Cc1ccc2c(c1)O[C@@H](CN(C)Cc1ccccn1)[C@@H](C)CN([C@H](C)CO)S2(=O)=O,1,3,6,11,-0.1,1,0
Cc1cccc(Oc2ccc(Cl)cc2N)c1,-1,-7,-1,1,nt,7,112*
C[C@H](NC(=O)[C@@H]1[C@@H](CO)[C@@H]2Cn3c(cccc3=O)[C@@H]2N1CC1CC1)c1ccccc1,15,0,-2,-6,-0.1,-5,0

Going on with the list.
smiles,S100A4 MyoIIA,ERp5 block,PglD DTNB,C2C12 statin,E-sel inducer,DENV2 CPE,SIRT5 inh
O=C(Nc1nnc([C@H]2C[C@H](O)[C@@H](CO)O2)s1)Nc1ccc(F)cc1F,-18,-10,-1,45,1.0,-1,-5
C[C@H]1CCCCO[C@@H](CN(C)C(=O)Nc2ccc(F)cc2)[C@@H](C)CN([C@@H](C)CO)C(=O)c2cc(NS(=O)(=O)c3cn(C)cn3)ccc2O1,-1,-2,-1,nt,-0.1,-8,-4
CC(C)(C)N1CC(C(=O)Nc2ccc(S(=O)(=O)N3CCCCC3)cc2)CC1=O (configuration not stated),-21,-3,-3,4,-0.2,8,-6
Cc1noc(C)c1NC(=O)N[C@@H]1C=C[C@H](CC(=O)Nc2ccc(-c3ccccc3)cc2)O[C@@H]1CO,4,nt,nt,nt,0.6,-7,-3
COc1ccc(OC)c(NC2=C(Cl)C(=O)N(Cc3ccccc3)C2=O)c1,-4,-4,-4,nt,-0.2,-2,-2
C[C@@H]1CN([C@H](C)CO)C(=O)c2cc(-c3cccc(F)c3)cnc2O[C@H]1CN(C)C(=O)Nc1ccccc1F,2,-1,-7,37,-0.3,5,4
Cc1cccc2nc(CSc3ccc(Cl)cc3)cn12,2,1,3,-12,0.5,3,-3
CC(C)OCCCNC(=O)CN1C(=O)CSc2ccc(S(=O)(=O)N3CCCCC3)cc21,-3,-1,-1,4,nt,0,-2
O=C(O)c1cccc(Cl)n1,5,14,5,-6,nt,11,-5
CC(C)(C)c1ccc(S(=O)(=O)NCc2ccccn2)cc1,-3,-3,-7,11,nt,1,-5
